Compound activity as filed in PubChem BioAssay.
EPAC1 ag – EPAC1 (human) agonism. O95398. EPAC1 agonist qHTS, biochemical assay; response scale: 100% = response to 6.5 mM cAMP. Potency, µM (top dose mostly 154 µM), for the others: at the top dose activation, actives largely listed as activators. actives 0.073% (n = 360,000); further: potency means the concentration at half of the fitted maximal effect; nearly all actives have a fitted effect of over 60% in size
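Fluorescent GDP-exchange assay: 100 nM EPAC1 with 250 nM Rap1B preloaded with BODIPY-GDP and 50 uM GDP; compounds tested as concentration series, 5 min at room temperature, then read every 5 min for 30 min (ex 480/em 540 nm); normalized to 6.5 mM cAMP.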
EPAC1 antagonist – EPAC1 (human) antagonism | Potency, µM (series often up to 115 µM), for inactives: at the top dose activity change, negative = inhibition, hits mostly inhibitors | O95398 | AID 720709 | actives 0.14% (n = 360,000) | EPAC1 GEF assay, Rap1b-BODIPY-GDP exchange fluorescence;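 further: potency means the concentration at half of the fitted maximal effect; plate controls were vehicle for no effect and positive control for full effect; nearly all actives have a fitted effect of over 50% in size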
PI5P4Ka inh – PI5P4K alpha (human) kinase inhibition; P48426; PI5P4Kalpha enzyme, ADP-Glo luminescence, 60 min; stronger effect = lower value; max response, %; actives 1.2% (n = 330,000); active means max response of -50% or lower; inconclusive means between -30% and -50%; inactive means -30% or higher; further: value at the top dose of about 77 µM; on the % scale 0 is the no-effect control and ±100 the full control effect
Target sequence (P48426 whole entry, looked up): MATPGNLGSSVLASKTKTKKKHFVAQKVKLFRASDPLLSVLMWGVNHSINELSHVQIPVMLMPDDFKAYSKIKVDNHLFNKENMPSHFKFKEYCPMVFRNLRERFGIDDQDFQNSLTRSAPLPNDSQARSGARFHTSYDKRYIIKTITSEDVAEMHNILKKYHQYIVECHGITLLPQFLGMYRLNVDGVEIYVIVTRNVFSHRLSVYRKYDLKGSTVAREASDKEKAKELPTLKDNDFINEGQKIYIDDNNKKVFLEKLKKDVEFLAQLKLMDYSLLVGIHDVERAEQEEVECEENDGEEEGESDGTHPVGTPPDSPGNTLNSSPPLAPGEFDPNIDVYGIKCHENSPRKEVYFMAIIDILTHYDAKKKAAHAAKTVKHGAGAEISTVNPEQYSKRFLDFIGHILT
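ADP-Glo luminescence end-point after a 60 min room-temperature kinase reaction. PI5P4Kalpha and substrate in HEPES pH 7.4 buffer with EGTA, 0.1% CHAPS and 5% DMSO; ATP at 5 microM final.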
Abeta rescue – restores growth of yeast expressing A-beta42 peptide. actives 0.063% (n = 410,000). yeast expressing A-beta42, growth rescue, OD600, 48 h; response scale: 0% DMSO, 100% iron-clioquinol control. Potency, µM (highest dose often 46.1 µM), inactives show at the top dose growth rescue, actives largely listed as activators; further: potency means the concentration at half of the fitted maximal effect; nearly all actives have a fitted effect of over 55% in size
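Growth rescue measured by 600 nm absorbance after 48 h yeast culture at 30 C with compound. Values normalized between DMSO and an equimolar ferric chloride plus clioquinol control.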
IL-2 act – activators of IL-2 | IL-2 activation reporter assay, cell-based qHTS; stimulated with anti-CD3/CD4/CD28 beads; in transgenic mouse T cells | activation, % (series mostly up to about 46 µM) | actives 0.065% (n = 360,000) | AID 652025; in the data active means activation above about 50%; inconclusive means mostly about 30% to 49%; further: 0% is about no effect
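Unstimulated transgenic mouse T cells, 750 per well, received compound and, after 60 minutes, anti-CD3/anti-CD4 bead plus anti-CD28 stimulation. EGFP and DsRed were quantified after 18 hours.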
FUS suppressor – FUS proteinopathy suppression in yeast; Potency, µM (titrated, usually from 76.6 µM), for the others: at the top dose growth rescue (activation), most hits filed as activators; S. cerevisiae FUS-expressing, growth rescue, OD600, 24 h; AID 1347120; actives 0.24% (n = 390,000);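 further: potency means the concentration at half of the fitted maximal effect; plate controls were DMSO vehicle for no effect and reference control for full effect; nearly all actives have a fitted effect of over 55% in size; some results filed as inactive show a strong effect at the top dose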
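Steps: raffinose overnight preculture; dilution to OD 0.005 in 2% galactose minimal medium; compound addition (concentration series); 24hr at 30C, 99% humidity; absorbance read at 600 nm.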
PLK1 PBD inh – blocks phosphopeptide binding to human PLK1 polo-box domain | Plk1 PBD binding of FITC phosphopeptide, fluorescence polarization | Potency, µM, for inactives: max response, negative = inhibition, usual class: inhibitors | actives 2.8% (n = 360,000) | AID 720504; further: potency means the concentration at half of the fitted maximal effect; series mostly up to about 57 µM; on the % scale 0 is the no-effect control and ±100 the full control effect; nearly all actives have a fitted effect of over 65% in size
Target sequence (P53350 whole entry, looked up, the tested form may be a part): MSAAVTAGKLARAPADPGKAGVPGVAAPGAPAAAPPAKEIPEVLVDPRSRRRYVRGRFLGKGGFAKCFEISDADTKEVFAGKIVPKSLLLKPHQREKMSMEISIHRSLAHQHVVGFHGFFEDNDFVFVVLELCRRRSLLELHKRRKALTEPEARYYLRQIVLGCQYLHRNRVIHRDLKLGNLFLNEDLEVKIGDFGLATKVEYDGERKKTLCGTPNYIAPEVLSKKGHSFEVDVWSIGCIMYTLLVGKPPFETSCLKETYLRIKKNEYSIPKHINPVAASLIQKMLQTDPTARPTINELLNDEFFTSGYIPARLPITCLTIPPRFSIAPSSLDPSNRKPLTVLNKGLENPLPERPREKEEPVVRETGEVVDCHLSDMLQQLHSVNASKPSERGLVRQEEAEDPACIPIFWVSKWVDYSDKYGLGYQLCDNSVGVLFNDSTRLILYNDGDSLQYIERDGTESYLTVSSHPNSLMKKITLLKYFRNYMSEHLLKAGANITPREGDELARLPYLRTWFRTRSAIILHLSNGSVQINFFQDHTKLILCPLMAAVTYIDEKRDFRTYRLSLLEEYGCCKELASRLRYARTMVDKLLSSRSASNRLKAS
WRN helicase inh – blocks human WRN helicase. actives 0.46% (n = 360,000). AID 651768. Potency, µM (highest dose often 114 µM), inactives show top-dose activity change, negative = inhibition, actives largely listed as inhibitors. WRN helicase unwinding, fluorescent forked duplex, kinetic; further: potency means the concentration at half of the fitted maximal effect; on the % scale 0 is the no-effect control and ±100 the full control effect; nearly all actives have a fitted effect of over 55% in size
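Screening of the MLSMR collection measured strand separation of a quenched forked DNA duplex (100 nM) by 20 nM WRN with 2 mM ATP, all final. Compounds were preincubated with enzyme 15 min at room temperature.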
* marks the source's active call; other numbers are inactive results; ? = inconclusive; . = no result given; [ ] = dose if it differs, or a comment. Unless noted, the call rests on the fitted dose curve; in most records, active means well fitted curve in the direction sought with a large enough effect; inconclusive means small, poorly fitted or top-dose-only effect, or another doubt; inactive means no such curve, though single readings can be large; an effect the other way counts as inactive or inconclusive. This is a random part of the collection; any-hit rate near 4.1%.

SMILES	EPAC1 ag	EPAC1 antagonist	PI5P4Ka inh	Abeta rescue	IL-2 act	FUS suppressor	PLK1 PBD inh	WRN helicase inh
COc1cccc(S(=O)(=O)NCc2ccc(C(=O)Nc3ccc(C)cc3)cc2)c1	-2%	1%	-4	8%	0.1	-4%	2%	-4%
CC(=O)c1ccc(N2CCN(S(=O)(=O)c3ccc4c(c3)CC(C)N4C(=O)C3CC3)CC2)cc1 (stereo unspecified)	-10%	9%	-5	-2%	-3.8	24%	2%	-13%
CC(Sc1nc(-c2ccccc2)cc(C(F)(F)F)n1)C(=O)Nc1ccc2c(c1)OCO2 (stereo unspecified)	-3%	-10%	-4	-13%	-5.3	.	-4%	-3%
COc1ccc2[nH]c3c(c2c1)CCN1C(=O)C(CC(=O)NCc2ccc(OC)c(OC)c2)C[C@H](C(=O)N2CCOCC2)[C@@]31CCC1CCCC1 (stereo partly specified)	-6%	-24%	?	5%	0.6	?	19µM*	-2%
CN(C)CCNc1nc(Oc2ccccc2)c2sccc2n1	0%	7%	1	4%	0.6	-19%	-5%	3%
COc1ccc(NC(=O)C(C)NS(=O)(=O)c2ccc(NC(C)=O)cc2)cc1Cl (stereo unspecified)	0%	-8%	.	0%	2.2	42%	-18%	-10%
COc1ccc(-n2nnc3c(=O)n(CC(=O)NCC4CCCO4)cnc32)cc1 (stereo unspecified)	-2%	-8%	.	-6%	-2.7	19%	-4%	7%
COCC(C)NC(C(=O)Nc1ccc(Cl)c([N+](=O)[O-])c1)c1ccccc1 (stereo unspecified)	3%	-13%	-6	-8%	-0.3	.	-8%	-10%
CC(=O)Nc1cccc(NC(=O)c2ccccc2Cl)c1	-2%	4%	5	-14%	-0.4	-18%	2%	-9%
COCCNC(=O)c1cccc(OC2CCN(Cc3ccc(Cl)c(F)c3)CC2)c1	5%	-6%	11	7%	-0.3	13%	-7%	-3%
O=C(OCCN1CCOCC1)C1(c2ccccc2)CCCCC1	-11%	-15%	-6	-9%	-0.2	-38%	-2%	8%
O=C(CN(Cc1ccco1)C(=O)Cn1nnc(-c2cccs2)n1)NCc1ccccc1	9%	-7%	.	-9%	2.4	10%	-8%	-3%
COC(=O)[C@H](CC(C)C)NC(=O)CCc1nnc(COc2ccccc2)o1	-5%	-7%	7	-17%	1.0	10%	3%	-6%
C[C@@H]1CCC[C@H](C)N1Cc1nc(Cc2ccccc2Cl)no1	3%	8%	8	8%	-2.1	5%	-14%	7%
CCNC(=O)Nc1cc(OC)c(OC)cc1C(=O)O	3%	-4%	-7	-16%	-2.6	3%	-11%	3%
CCn1cc(C(=O)NCc2ccc(C)cc2)c(=O)c2cc(S(=O)(=O)N(C)C)ccc21	-5%	10%	-8	-5%	-3.9	-1%	-5%	-11%[57.1 µM]
O=C(NCC1COc2ccccc2O1)c1cccc(S(=O)(=O)N2CCCCC2)c1 (stereo unspecified)	6%	5%	1	13%	-0.3	41%	3%	-10%
COc1ccc(S(=O)(=O)NCCC(=O)NCc2ccccc2)cc1	0%	4%	.	-23%	-2.4	42%	-2%	-11%
Cc1ccc(N2CC(C(=O)Nc3ccc(S(=O)(=O)Nc4nccs4)cc3)CC2=O)cc1C (stereo unspecified)	6%	14%	-3	5%	4.7	2%	-12%	-6%
CS(=O)(=O)N1CCN(C(=O)c2ccc3c(c2)OCCO3)CC1	21%	11%	4	-5%	0.4	-7%	-8%	-5%
CC(=O)Nc1ccc(S(=O)(=O)NC2C3(C)CCC(C3)C2(C)C)cc1 (stereo unspecified)	9%	5%	-1	1%	1.3	-2%	-11%	7%
Cc1cc(/C=C(\C#N)C(=O)NCc2cccs2)c(C)n1-c1ccc([N+](=O)[O-])cc1	8%	-19%	.	39%	2.1	-4%	-11%	-3%
Cc1cc(Cl)ccc1-c1nc(NC(C)C)nc2ccsc12	-3%	-24%	20	4%	-0.1	12%	-13%	-7%
CC(c1ccccc1)N1C(=O)CC(Sc2ncccc2C(=O)O)C1=O (stereo unspecified)	-1%	11%	.	-14%	-3.6	-9%	-9%	-2%[57.1 µM]
CCN1CCN(c2ccc(NC(=O)c3cc(S(=O)(=O)N4CCCC4)ccc3Cl)cc2)CC1	-4%	6%	13	-10%	0.5	-13%	12%	-29%

Reprinted from the part before: four compounds, then new ones.
SMILES	EPAC1 ag	EPAC1 antagonist	PI5P4Ka inh	Abeta rescue	IL-2 act	FUS suppressor	PLK1 PBD inh	WRN helicase inh
Cc1cc(/C=C(\C#N)C(=O)NCc2cccs2)c(C)n1-c1ccc([N+](=O)[O-])cc1	8%	-19%	.	39%	2.1	-4%	-11%	-3%
Cc1cc(Cl)ccc1-c1nc(NC(C)C)nc2ccsc12	-3%	-24%	20	4%	-0.1	12%	-13%	-7%
CC(c1ccccc1)N1C(=O)CC(Sc2ncccc2C(=O)O)C1=O (stereo unspecified)	-1%	11%	.	-14%	-3.6	-9%	-9%	-2%[57.1 µM]
CCN1CCN(c2ccc(NC(=O)c3cc(S(=O)(=O)N4CCCC4)ccc3Cl)cc2)CC1	-4%	6%	13	-10%	0.5	-13%	12%	-29%
COc1ccc(C(=O)Oc2cc(N)n(S(=O)(=O)c3ccc(C)cc3)n2)cc1	6%	-9%	-11	3%	-3.2	18%	-17%	-5%
O=C(NCc1cccnc1)c1cc(C2CCCCN2S(=O)(=O)Cc2ccccc2)on1 (stereo unspecified)	-7%	-6%	-6	-10%	-1.0	-9%	-15%	11%[57.1 µM]
CCC(=O)N1CCCC1(C)C(=O)Nc1ccc(C)c(C)c1 (stereo unspecified)	-20%	7%	-4	9%	-0.5	-30%	3%	2%
C/C(CCc1ccc2c(c1)OCO2)=N\NC(=O)c1ccc(C)cc1C	-7%	-1%	-3	-11%	-0.5	11%	-6%	-10%
O=C(CSc1n[nH]c(Cc2ccccc2)n1)Nc1ccccc1Br	-9%	-14%	2	-20%	0.9	13%	?	-12%
O=C1C2C3c4ccccc4C(c4ccccc43)C2C(=O)N1c1cccnc1 (stereo unspecified)	1%	0%	-2	?	0.1	.	-9%	-3%
COCCNC(=O)C(C)Oc1ccccc1 (stereo unspecified)	4%	-6%	-8	-15%	-0.4	-24%	-12%	2%
Cc1oc(-c2ccccc2F)nc1CS(=O)(=O)CC(=O)NC(C)CCc1ccccc1 (stereo unspecified)	2%	-27%	1	3%	-1.2	46%	-10%	-2%
COC(=O)C1=NN(c2ccccc2)C2(S1)S/C(=C\c1ccccc1)C(=O)N2c1ccccc1 (stereo unspecified)	-2%	4%	0	18%	-0.3	13%	-7%	-9%
COC(=O)c1sccc1NC(=O)c1cc2c(s1)CCCC2	-7%	-21%	15	-12%	1.5	.	-5%	-9%
O=C(c1ccc(F)cc1)N1CCN(c2ccc([N+](=O)[O-])c(N3CCOCC3)c2)CC1	-13%	-1%	1	1%	0.5	-9%	-5%	3%
CCN1C(=O)c2ccc(C(=O)Nc3nccs3)cc2C1=O	-3%	-6%	-12	-8%	0.4	9%	-11%	6%[57.1 µM]
O=P(c1ccccc1)(c1ccccc1)C(c1ccco1)N1CCOCC1 (stereo unspecified)	12%	-16%	1	6%	-0.9	19%	-7%	2%
CCOc1cc(C(=O)Nc2c3c(nn2C(C)(C)C)CS(=O)C3)cc(OCC)c1OCC (stereo unspecified)	-10%	0%	4	7%	1.2	39%	-1%	2%
CC(C)C[C@H](NC(=O)c1cc2cc(Cl)ccc2n1C)C(=O)N1CCC(C(=O)O)CC1	-1%	-3%	3	-5%	-0.2	34%	-14%	13%
COc1ccc(OC)c(CNc2ccc3c(c2)CCC3)c1	5%	13%	-1	-7%	-0.3	20%	?	18%
CC(C)CC(C(=O)OCC(=O)Nc1cccc(Cl)c1)N1C(=O)C2CC=CCC2C1=O (stereo unspecified)	5%	-27%	1	28%	-0.7	.	-17%	-8%
COc1cc(NC(=O)c2cc(-c3ccccc3)nc3c2cnn3C(C)C)cc(OC)c1OC	19%	-9%	14	-5%	-0.4	6%	-5%	1%
CCOC(=O)N1CCN(C(=O)C2CCCN(c3ncnc4c3sc3cccc(F)c34)C2)CC1 (stereo unspecified)	7%	-3%	-4	0%	-0.7	-3%	-9%	-3%
CN(Cc1ccccc1)C(=O)c1ccc(NC(=O)c2ccccc2)cc1	2%	-13%	3	-6%	-0.9	.	2%	-14%
O=C(COc1ccc(F)cc1Br)NCc1nnc2ccccn12	3%	10%	3	-17%	-4.3	.	2%	-4%
CC(=O)Nc1ccc(OCC(O)CN2CCN(c3ccc(C)c(Cl)c3)CC2)cc1 (stereo unspecified)	11%	-1%	.	-9%	-0.6	0%	-5%	-1%
COc1ccc(-c2ccc(-c3noc(-c4ccccc4C)n3)c(OC)n2)cc1	4%	1%	0	7%	0.8	-12%	15%	0%
CN(Cc1cccnc1)C(=O)CCCc1c[nH]c2ccccc12	2%	5%	5	-14%	-0.6	19%	-2%	5%
O=C(OCC(=O)c1ccc[nH]1)c1ccc(Br)cc1	1%	4%	1	17%	-0.6	-10%	-18%	-2%
New compounds follow.
SMILES	EPAC1 ag	EPAC1 antagonist	PI5P4Ka inh	Abeta rescue	IL-2 act	FUS suppressor	PLK1 PBD inh	WRN helicase inh
CCN(c1ccccc1)S(=O)(=O)c1cc2c(cc1C)NC(=O)CO2	-8%	18%	2	1%	-2.2	-18%	1%	9%
CSc1ccc(C(c2c(C(=O)O)[nH]c3ccccc23)c2c(C(=O)O)[nH]c3ccccc23)cc1	6%	?	-10	?	0.2	?	11µM*	-8%[11.6 µM]
O=C(/C=C/Nc1ccccc1C(=O)O)c1cccs1	5%	9%	-7	10%	0.4	.	-4%	11%
COCCNC(=S)N(CCN(C)C)Cc1cc2cc3c(cc2[nH]c1=O)OCO3	9%	-20%	3	-17%	0.2	-15%	-7%	11%
COC(=O)CC1C(=O)NCCN1C(=S)Nc1cccc(C)c1 (stereo unspecified)	-5%	11%	0	-6%	2.6	.	-4%	-20%
CN1C(=O)C(O)(CC(=O)c2ccccn2)c2cc(Br)ccc21 (stereo unspecified)	-15%	8%	-5	35%	0.4	-14%	-23%	8%
COc1ccccc1N(Cc1ccccc1)S(=O)(=O)c1cccc(C(=O)Nc2ccccn2)c1	-4%	-28%	-9	1%	-4.9	-1%	0%	1%
COc1ccc(C(=O)CSc2ccccc2C(=O)O)cc1	15%	-20%	1	4%	0.0	-33%	-12%	-3%
O=S(=O)(Nc1ccccc1)c1ccc(-c2cnc(C3CC3)o2)cc1	6%	-25%	5	-17%	-0.2	9%	5%	2%
CCCCc1ccc(-c2csc(/C(C#N)=C/c3ccco3)n2)cc1	-2%	-8%	18	-5%	-0.3	.	5%	-21%
